High-throughput results as filed in PubChem BioAssay.
tim10-1 inh = growth inhibitors of tim10-1 mutant yeast, primary screen, luminescence, uHTS; AID 463190, 2010; inhibition, % at 20 µM; S. cerevisiae tim10-1 ts strain growth, BacTiter-Glo, 24 h; 2.2% of 330,000 active;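 active = inhibition of at least 40%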;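 also: mutant grown at 25 °C; 0% = DMSO wells with yeast and 100% = wells holding no yeast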
MIN6 prolif = inducers of MIN6 beta-cell proliferation, primary screen, ATP luminescence, uHTS; MIN6 cells proliferation, ATPlite luminescence, 48 h; cells starved in 0.2% serum; 100% = growth in 10% serum; 0.29% of 330,000 active; proliferation, % at 10 µM; AID 2380, 2010;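 active = compounds whose signal lies at least 3.5 SD above the mean of all wells on their plate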;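 also: 0% = DMSO-treated cells in low-serum medium and 100% = 10% serum control; some compounds called inactive have numbers as strong as hits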
TIM10 inh = growth inhibitors of isogenic TIM10 control yeast, primary screen, counter-screen for tim10-1 yeast inhibitor project, luminescence, uHTS. S. cerevisiae TIM10 strain growth, BacTiter-Glo luminescence, 24 h. inhibition, % at 10 µM. 1.4% of 330,000 active. AID 463195, 2010;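 active = inhibition of 40% or more at the single tested concentration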;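 also: wild-type TIM10 isogenic control strain grown at permissive 25 °C; 0% = DMSO yeast wells and 100% = minimal medium wells without yeast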
NALP3 yeast inh = NALP3 inflammasome inhibitors in reconstituted yeast, primary screen, luminescence, uHTS. Yeast reconstituted NLRP3/ASC/caspase-1, beta-gal luminescence, 24 h. inhibition, % at 10 µM. 0.39% of 330,000 active. AID 2825, 2010;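 active = inhibition of 50% or more; inactive = inhibition below 50%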;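 also: plate controls were induced DMSO wells for no effect and uninduced yeast grown without galactose for full effect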
mIAP block = inhibitors of mouse IAP, primary screen, biochemical, luminescence, uHTS | AID 2806, 2010 | 0.2% of 330,000 active | intestinal alkaline phosphatase [Mus musculus] | inhibition, % at 10 µM | purified mouse IAP, CDP-Star luminescence, 30 min;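 active = inhibition of at least 40% at 10 µM in the primary screen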;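 also: plate controls were DMSO with enzyme for no effect and no enzyme wells for full effect; values of inactives mirror those of a sister screen read the other way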
hIAP inh = human IAP inhibitors, primary screen, biochemical, luminescence, uHTS; inhibition, % at 10 µM; 0.12% of 330,000 active; AID 2544, 2010; purified IAP, CDP-Star luminescence, 30 min;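 active = inhibition reaching a set limit with compound at 10 µM in the primary screen, cut at about 35% in these data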;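 also: plate controls were DMSO wells with enzyme for no effect and no-enzyme buffer wells for full effect; values of inactives mirror those of a sister screen read the other way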
Target sequence (P09923 whole entry, looked up): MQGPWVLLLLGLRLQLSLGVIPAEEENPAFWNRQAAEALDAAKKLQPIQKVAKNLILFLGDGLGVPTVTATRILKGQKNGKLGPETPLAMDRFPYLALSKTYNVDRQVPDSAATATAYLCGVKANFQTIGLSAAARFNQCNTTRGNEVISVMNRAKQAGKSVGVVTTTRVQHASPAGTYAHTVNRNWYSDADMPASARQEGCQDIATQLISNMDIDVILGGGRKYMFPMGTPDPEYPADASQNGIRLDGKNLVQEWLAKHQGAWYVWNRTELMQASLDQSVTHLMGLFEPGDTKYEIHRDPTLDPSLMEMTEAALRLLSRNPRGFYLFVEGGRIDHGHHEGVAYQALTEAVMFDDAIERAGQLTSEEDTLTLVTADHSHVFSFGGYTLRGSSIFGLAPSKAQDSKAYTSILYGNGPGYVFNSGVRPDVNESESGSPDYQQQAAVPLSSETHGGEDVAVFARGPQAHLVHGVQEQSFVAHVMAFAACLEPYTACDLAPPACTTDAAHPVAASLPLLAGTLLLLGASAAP
mIAP act = activators of mouse IAP, primary screen, biochemical, luminescence, uHTS | 0.24% of 330,000 active | AID 2805, 2010 | intestinal alkaline phosphatase [Mus musculus] | muIAP, CDP-Star luminescence, 30 min; hits give high values; 1 = vehicle-only enzyme signal, 0 = enzyme-free wells | activation factor at 10 µM;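 active = activation factor of at least 2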; also: the source names both 10 and 20 µM as test concentration; values of inactives mirror those of a sister screen read the other way
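System: mouse IAP enzyme. Reagent: CDP-Star chemiluminescent phosphatase substrate. Benchmarks: DMSO wells, no-enzyme wells. Times: 30 min enzyme-substrate-compound incubation at room temperature. Detection: luminescence from enzymatic CDP-Star hydrolysis. Doses: test compounds delivered from DMSO solution.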
APOBEC3G inh = APOBEC3G DNA deaminase inhibitors, primary screen, biochemical, fluorescence, single-stranded DNA substrate, uHTS. DNA dC->dU-editing enzyme APOBEC-3G (Homo sapiens), Q9HC16. recombinant A3G, ssDNA deamination FAM/TAMRA fluorescence. inhibition, % at 20 µM. 0.28% of 330,000 active. AID 493012, 2011;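 active = inhibition of at least 40% at 20 µM, with no more than 30% in the related APOBEC3A deaminase screen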;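 also: plate controls were DMSO wells with A3G for no effect and wells lacking A3G enzyme for full effect; some compounds called inactive have numbers as strong as hits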
Target sequence (Q9HC16 whole entry, looked up): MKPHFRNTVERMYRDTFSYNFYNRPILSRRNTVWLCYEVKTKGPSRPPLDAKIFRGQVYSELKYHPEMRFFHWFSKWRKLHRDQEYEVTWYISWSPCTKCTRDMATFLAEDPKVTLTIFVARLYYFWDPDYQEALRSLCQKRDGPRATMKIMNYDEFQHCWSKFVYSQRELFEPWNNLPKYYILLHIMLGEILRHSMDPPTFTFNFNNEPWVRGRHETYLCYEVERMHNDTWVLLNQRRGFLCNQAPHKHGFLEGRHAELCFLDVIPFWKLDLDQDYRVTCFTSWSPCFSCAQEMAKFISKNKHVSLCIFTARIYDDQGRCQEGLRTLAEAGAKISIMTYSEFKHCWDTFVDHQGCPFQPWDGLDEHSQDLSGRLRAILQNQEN
A3A deaminase = APOBEC3A ssDNA deaminase inhibitors, primary screen, selectivity assay for APOBEC3G inhibitor project, biochemical, FAM/TAMRA oligo cleavage fluorescence | recombinant A3A, FAM/TAMRA ssDNA deamination fluorescence | inhibition, % at 20 µM | 0.41% of 330,000 active;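 active = at least 40% inhibition at 20 µM here, with at most 30% in a related deaminase screen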;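 also: plate controls were A3A with DMSO for no effect and wells lacking A3A enzyme for full effect; some results filed as inactive read as strong as hits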
Numbers without * were called inactive; . = not tested or not shown.

SMILES	tim10-1 inh	MIN6 prolif	TIM10 inh	NALP3 yeast inh	mIAP block	hIAP inh	mIAP act	APOBEC3G inh	A3A deaminase
CC(=O)c1ccc(-c2cc([C@H]3[C@H]4C=CC[C@@H](C)[C@@H]4C(=O)N3Cc3ccccc3)ccc2F)cc1	25.3	-8.1	7.5	8.6	-2.8	-1.0	1.03	-7.8	-3.2
COc1ccc(CCN2C(=O)CC(C(C)c3ccccc3)C2=O)cc1OC (stereo not given)	18.0	0.0	33.7	2.6	1.6	16.5	0.984	-4.9	-3.7
CCSC1=C(C#N)C(=O)n2c1cc1c2CCCC1	58.8*	-3.6	63.0*	27.0	13.0	5.2	0.87	-5.4	-2.2
COCC1CCCN(Cc2cn(-c3ccccc3)nc2-c2ccc3c(c2)OCO3)C1 (stereo not given)	-6.0	-4.1	-7.3	7.1	0.3	-17.3	0.997	-3.2	-1.0
CNC(=O)c1[nH]cnc1C(=O)Nc1cccc(Cl)c1	7.4	-1.3	4.7	13.4	4.8	-50.1	0.952	-4.3	2.3
COc1cccc(C(=O)Oc2cc(C)[nH]c(=O)c2[N+](=O)[O-])c1	-4.9	-2.1	-2.3	16.0	4.5	-27.3	0.955	-8.3	-4.2
COC(=O)C1=C(C)Nc2nnnn2C1c1ccccc1Cl (stereo not given)	-8.2	0.6	1.4	19.9	0.5	18.8	0.995	-4.2	-1.8
CC(OC1=CC(=O)CCC1)C(=O)c1ccccc1 (stereo not given)	8.0	-4.3	6.1	6.4	3.2	20.3	0.968	-1.2	-0.2
O=C(NCCCN1CCOCC1)c1ccccc1N1C(=O)[C@@H]2Cc3c([nH]c4ccccc34)C(c3ccc(F)cc3)N2C1=O (stereo not given in full)	25.4	-6.2	10.9	9.5	-29.2	-9.6	1.29	1.6	-6.8
S=c1nc(C2CCCCC2)n(-c2ccccc2)[nH]1	44.1*	0.8	34.4	-20.0	0.4	-11.8	0.996	9.3	-5.1
COc1ccc(NC(=O)CSc2ccccc2)cn1	9.1	6.4	-1.8	6.2	1.6	6.6	0.984	-8.2	-2.9
CC[n+]1cccc(-c2nc3ccccc3s2)c1	12.5	-1.3	-6.0	12.9	-4.1	-0.6	1.04	12.6	53.0*
O=C(NC1CCCCC1)N(CCN1CCOCC1)Cc1cc2cc3c(cc2[nH]c1=O)OCCO3	-18.9	-1.2	0.1	12.4	-6.1	13.8	1.06	-2.6	0.8
CN(C)c1oc(-c2ccc(OCc3ccccc3)cc2)nc1C#N	21.5	1.9	6.6	11.9	7.3	1.4	0.927	-4.7	0.6
COc1cc(OC)c2ccc(=O)oc2c1C(CCN1CCOCC1)c1ccc2c(c1)OCO2 (stereo not given)	17.3	.	-6.5	.	-1.6	.	1.02	0.5	1.7
O=C(/C=C/c1ccco1)NCC(=O)N/N=C/c1ccccc1[N+](=O)[O-]	22.0	-3.2	21.1	-4.3	8.9	-9.2	0.911	-8.3	5.7
CCOC(=O)C1=C(O)C(=O)N(c2ccc(S(N)(=O)=O)cc2)C1c1ccc(Cl)cc1 (stereo not given)	12.6	2.1	-3.8	9.7	6.7	-2.1	0.933	-0.4	-0.5
CC(/C=C/c1ccccc1)=N/NC(=O)c1cnccn1	21.3	-1.9	9.9	13.4	4.8	-7.8	0.952	1.1	0.3
CCCCn1c(N)c(N(CCOC)C(=O)c2cc(-c3ccc(OC)cc3)nc3ccccc23)c(=O)[nH]c1=O	15.4	3.1	16.2	6.8	9.4	5.8	0.906	-6.1	0.1
O=C(CC1C(=O)N(c2ccccc2)C(=O)N1C1CCCCC1)Nc1ccccc1 (stereo not given)	20.9	2.2	36.1	-6.1	-6.4	10.8	1.06	-4.7	0.1
N#CC12CCCCC1CC1CCCCC1(C#N)N2CCO (stereo not given)	9.4	-1.0	3.2	16.1	-13.1	-15.5	1.13	-3.2	-1.9
Cc1cc(C)cc(NC(=S)N(CCN2CCCCC2)Cc2ccco2)c1	30.3	-3.1	4.5	2.1	11.1	-11.9	0.889	-5.6	3.0
COC(=O)c1cc(Br)ccc1NC(=O)CSCc1c(C)noc1C	-5.9	3.0	-28.3	26.8	-5.2	8.3	1.05	-4.7	-0.6
CC(C)Nc1nc(C#N)nc(NC(C)C)n1	22.9	2.3	-5.8	-1.4	-15.6	6.4	1.16	-5.7	-0.9
O=C(COc1ccccc1)NCC(c1ccco1)N1CCN(c2ccc(F)cc2)CC1 (stereo not given)	41.3*	-3.3	24.9	-66.6	9.3	-1.6	0.907	-2.2	-1.6

2 records drawn at random from the list so far:
SMILES	tim10-1 inh	MIN6 prolif	TIM10 inh	NALP3 yeast inh	mIAP block	hIAP inh	mIAP act	APOBEC3G inh	A3A deaminase
Cc1cc(C)cc(NC(=S)N(CCN2CCCCC2)Cc2ccco2)c1	30.3	-3.1	4.5	2.1	11.1	-11.9	0.889	-5.6	3.0
CC[n+]1cccc(-c2nc3ccccc3s2)c1	12.5	-1.3	-6.0	12.9	-4.1	-0.6	1.04	12.6	53.0*

More compounds
SMILES	tim10-1 inh	MIN6 prolif	TIM10 inh	NALP3 yeast inh	mIAP block	hIAP inh	mIAP act	APOBEC3G inh	A3A deaminase
Cc1cccc(NC(=O)CN2C(=O)CSC2=O)c1	3.7	-2.1	-15.7	9.6	3.3	-23.1	0.967	-12.5	3.1
COc1ccc(Nc2nnc(C)c(=O)[nH]2)c(OC)c1	-13.4	1.2	4.9	15.8	-2.9	3.7	1.03	-5.5	1.4
O=C(CCC1CCCCC1)NCCN1C2=NC[C@H](Cc3ccc(O)cc3)N2C[C@H]1Cc1ccc(O)cc1	4.8	-1.0	3.1	7.2	-0.6	-0.2	1.01	-3.4	-0.5
CCOC(=O)c1ccc(NC(=O)C2CC(=O)N(c3ccc4c(c3)OCCO4)C2)cc1 (stereo not given)	-11.6	-1.0	-4.8	-4.7	-9.5	-14.3	1.09	-4.8	0.5
COc1ccccc1NC(=O)Cn1cnc2c(cnn2-c2ccccc2)c1=O	-8.4	-2.1	15.8	7.3	7.9	-39.6	0.921	-11.9	-0.7
N#Cc1cc2c(nc1SCC(=O)N1CCOCC1)CCCCC2	-9.2	-0.5	2.6	2.2	2.3	3.5	0.977	-10.4	-4.2
CC(C)(C)c1ccc(C(=O)NCCC(=O)Nc2ccc(S(=O)(=O)Nc3nccs3)cc2)cc1	8.1	-3.9	8.1	4.0	5.0	-7.5	0.95	-6.9	-3.0
COc1ccc(S(=O)(=O)N2CCOCC2)cc1C(=O)N1CCCCCC1	2.6	1.7	9.5	16.2	2.2	-13.5	0.978	-8.4	0.2
Cc1cc(Br)ccc1NC(=O)CNC(=O)CN(C)C1CCS(=O)(=O)C1 (stereo not given)	-6.4	-0.4	4.2	-2.9	-2.4	-8.0	1.02	-5.5	-1.2
COc1ccc(Cc2nnc(SCC(=O)Nc3ccc(C)c(C)c3)o2)cc1OC	7.9	2.8	-7.0	6.5	-5.5	5.1	1.05	-4.9	0.8
O=C(NCC1CCCO1)c1ccc(S(=O)(=O)N2CCC(c3nc4ccc(Cl)cc4[nH]3)CC2)cc1 (stereo not given)	-2.6	-2.8	-6.4	7.9	-12.0	-21.9	1.12	0.7	-2.4
Cc1cc(NC(=O)Cc2ccccc2)ccc1NC(=O)c1cccs1	1.6	-2.0	-4.5	-1.2	-12.0	-8.5	1.12	3.8	-2.2
CCCn1nnc(NC(=O)c2ccc(-c3cccc(Cl)c3)o2)n1	33.9	4.1	51.1*	19.0	7.3	-10.0	0.927	-5.8	-5.2
c1ccc(Nc2nc(-c3ccncc3)nc3ccccc23)cc1	16.9	5.1	5.8	-6.5	0.9	5.3	0.991	-8.8	-2.6
COc1ccc2c(CCNC(=O)/C=C/c3ccc(OC)c(OC)c3)c[nH]c2c1	13.9	-2.7	-18.2	7.2	-1.5	-16.4	1.01	-5.0	-4.0
COc1ccc(-c2nc3ccccc3nc2-c2ccccc2)cc1	15.1	-3.6	-3.3	-1.6	6.7	0.1	0.933	-0.7	-0.5
Cc1ccc(C(=O)OCC2OC3OC(C)(C)OC3C2O)cc1 (stereo not given)	16.8	-2.5	0.4	8.4	3.9	14.3	0.961	0.6	3.1
COc1ccc(NC(=S)NCc2ccc3c(c2)cc(C)n3C)cc1	7.0	-5.7	10.3	26.5	-57.3	-8.2	1.57	-5.9	-3.5
COc1ccc(C(=O)C[n+]2ccc(N(C)C)cc2)cc1	6.4	-1.9	2.4	7.8	6.0	13.5	0.94	-9.9	-2.8
Cc1cc(C(=O)CCl)c(C)n1-c1c(C)n(C)n(-c2ccccc2)c1=O	8.8	-5.2	17.3	16.3	2.1	-7.0	0.979	-5.8	-1.2
CCC1CCCCN1CCCNC(=O)CN1C(=O)COc2ccc(S(=O)(=O)N3CCC(C)CC3)cc21 (stereo not given)	18.2	-2.5	0.7	0.0	1.8	-29.5	0.982	-6.1	2.0
CCOc1ccc2oc(C(=O)OCC(=O)NCc3ccc(OC)cc3)c(C)c2c1	7.2	-2.0	3.4	25.2	3.2	-8.8	0.968	0.1	0.5
COC(=O)c1ccc(/C=N\n2c(C)nnc2C)cc1	14.5	-1.8	-4.1	-0.1	2.0	7.8	0.98	-4.9	-2.0
O=C(Nc1ccc(NC(=O)c2cccs2)c(Cl)c1)c1cccs1	8.4	-0.1	28.1	60.9*	3.8	-1.2	0.962	-10.9	-1.1
CCCCn1c(N)c(N(CC(C)C)C(=O)c2oc3c(Cl)cccc3c2C)c(=O)[nH]c1=O	-3.8	-1.4	0.5	10.8	-4.5	6.0	1.04	-8.5	8.4
Going on with the list:
SMILES	tim10-1 inh	MIN6 prolif	TIM10 inh	NALP3 yeast inh	mIAP block	hIAP inh	mIAP act	APOBEC3G inh	A3A deaminase
CCCn1c(N)c(C(c2ccc(C(=O)OC)cc2)N2CCN(c3ccccc3)CC2)c(=O)[nH]c1=O (stereo not given)	13.0	-4.4	-0.2	1.1	-18.3	-1.3	1.18	-7.8	-5.4
CC(C)C(NC(=O)c1ccccc1F)C(=O)OCC(=O)c1ccc(F)cc1 (stereo not given)	9.1	-2.2	11.5	1.0	7.3	-14.1	0.927	-1.3	-1.6
Cc1ccc(S(=O)(=O)NC2(C(F)(F)F)NC(=O)N(CCc3ccccc3)C2=O)cc1 (stereo not given)	-1.0	4.2	-4.6	10.6	-3.5	-11.9	1.03	31.6	-0.1
Cc1ccc(CN2CCN(/N=C/c3cccn3C)CC2)c(C)c1	20.0	-1.8	-1.0	4.1	3.2	0.6	0.968	-1.3	-0.2
CCn1c2ccc(Cl)cc2c2nc3ccccc3nc21	29.6	2.7	19.4	-2.5	8.9	4.4	0.911	-1.9	-1.0
COc1ccccc1/C=N/NC(=O)CO	-6.9	-1.6	-7.0	7.9	-0.1	2.3	1	-9.5	-2.9
Cc1ccc(CNC(=O)c2cc3c(=O)n(C)c4ccccc4c3n2C)cc1	17.4	3.4	2.3	10.6	2.2	8.2	0.979	-9.0	-2.4
